Assay outcomes (PubChem BioAssay)
Rv3671c protease: Rv3671c (M. tuberculosis) protease inhibition; P9WHR9; inhibition, % at 5.96 µM; 320,000 tested, 0.048% active; AID 2606; in the data active = inhibition above about 38%;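 note: extracellular domain of Rv3671c used as enzyme; 0% = enzyme with DMSO and 100% = no enzyme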
Target sequence (P9WHR9 whole entry, looked up, the tested form may be a part): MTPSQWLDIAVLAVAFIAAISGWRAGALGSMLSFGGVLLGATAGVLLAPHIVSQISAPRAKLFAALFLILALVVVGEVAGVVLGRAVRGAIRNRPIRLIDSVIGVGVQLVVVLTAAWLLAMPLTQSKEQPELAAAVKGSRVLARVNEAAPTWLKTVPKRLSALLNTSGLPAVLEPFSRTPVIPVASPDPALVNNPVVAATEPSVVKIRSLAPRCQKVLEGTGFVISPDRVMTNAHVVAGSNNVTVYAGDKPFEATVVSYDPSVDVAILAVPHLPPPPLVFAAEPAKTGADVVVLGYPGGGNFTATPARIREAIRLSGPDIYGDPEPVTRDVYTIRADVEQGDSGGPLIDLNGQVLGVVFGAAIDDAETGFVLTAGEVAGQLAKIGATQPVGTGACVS
UGM FP inh: inhibitors of M. tuberculosis UDP-galactopyranose mutase | inhibition, % at 10 µM | 320,000 tested, 0.06% active | purified UGM, fluorescence polarization probe displacement | P9WIQ1 | AID 504406; in the data active = inhibition above about 10%, passing the limit was not always enough
Target sequence (P9WIQ1 whole entry, looked up): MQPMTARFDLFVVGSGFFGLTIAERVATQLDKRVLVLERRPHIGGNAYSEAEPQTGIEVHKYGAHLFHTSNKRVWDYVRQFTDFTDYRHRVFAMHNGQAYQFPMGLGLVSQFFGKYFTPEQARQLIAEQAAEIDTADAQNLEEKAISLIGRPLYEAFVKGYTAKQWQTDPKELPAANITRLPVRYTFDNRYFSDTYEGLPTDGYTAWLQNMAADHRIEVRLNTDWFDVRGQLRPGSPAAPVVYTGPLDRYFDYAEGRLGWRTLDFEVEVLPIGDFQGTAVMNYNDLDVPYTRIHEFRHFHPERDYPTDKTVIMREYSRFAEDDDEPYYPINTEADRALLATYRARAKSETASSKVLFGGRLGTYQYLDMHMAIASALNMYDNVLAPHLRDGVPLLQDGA
GDH-TPI counter: GDH-TPI coupled enzyme inhibition counter-screen; 360,000 tested, 1.2% active; inhibition, % at 4.8 µM; GDH-TPI coupled enzyme counterscreen, NADH absorbance; in the data active = inhibition above about 30%;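 note: 0% = DMSO wells and 100% = wells lacking the enzyme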
SARS 3CLpro inh: SARS-CoV 3CLpro protease inhibition; inhibition, % at 6 µM; AID 1706; recombinant SARS-CoV 3CLpro, quenched FRET peptide cleavage; 290,000 tested, 0.14% active; in the data active = inhibition above about 12%
BH1578 lux ind: quorum light induction in luxS cqsA deficient V. cholerae. V. cholerae BH1578 lux reporter, luminescence, 6 h. activation, % at 18.7 µM. 350,000 tested, 0.16% active. AID 588436; in the data active = activation mostly above about 9.7%, no sharp cut-off; note: not every result past the cut was called active; inactives centre near 0; reference of the scale not given here
Mtb FBA inh: inhibits M. tuberculosis FBA enzyme; P9WQA3; purified M. tuberculosis FBA, fluorescence read-out; inhibition, % at 1 µM; 360,000 tested, 2.3% active; AID 588726; in the data active = inhibition above about 27%;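 note: 0% = vehicle and 100% = reference inhibitor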
MazEF act: increases E. coli MazEF RNase cleavage of RNA; activation, % at 20 µM; 350,000 tested, 0.32% active; P0AE70; FAM/BHQ RNA-DNA oligo cleavage fluorescence, 5 h; in the data active = activation above about 50%
Target sequence (P0AE70 whole entry, looked up): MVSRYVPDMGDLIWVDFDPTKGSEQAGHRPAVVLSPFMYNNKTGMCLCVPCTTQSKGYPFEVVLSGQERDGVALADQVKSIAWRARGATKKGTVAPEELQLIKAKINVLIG
DUSP3 inh: blocks human VHR1 dual specificity phosphatase. P51452. recombinant VHR phosphatase, pNPP absorbance. 290,000 tested, 0.52% active. AID 1654. inhibition, % at 13.3 µM; in the data active = inhibition above about 50%; note: some compounds called inactive have numbers as strong as hits
PriA SSB inh: inhibitors of Klebsiella pneumoniae PriA binding to SSB C-terminal tail | AlphaScreen SSBct-PriA binding, biotinylated peptide | inhibition, % at 33 µM | 430,000 tested, 0.6% active | AID 1272365; in the data active = inhibition mostly above about 37%, no sharp cut-off; inactive = mostly below about 20%;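 note: plate controls were negative control peptide for no effect and reference peptide for full effect; strong numbers were not always called active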
Mtb BioA inh: BioA (M. tuberculosis) enzyme inhibition. purified M. tuberculosis BioA enzyme, plate reader. inhibition, % at 9.99 µM. 360,000 tested, 0.096% active. AID 602481; in the data active = inhibition above about 40%
Starred values were filed as active, the others as inactive.

How did CN(NC(=O)C1CC(=O)N(c2ccccc2)C1)C1=NS(=O)(=O)c2ccccc21 (configuration not stated) do in these assays?
Rv3671c protease: 3; UGM FP inh: 0.1; GDH-TPI counter: 10; SARS 3CLpro inh: 0; BH1578 lux ind: inactive; Mtb FBA inh: 2; MazEF act: -10; DUSP3 inh: 2; PriA SSB inh: -6

What do the screens show for `O=C(Nc1ccc(NC(=O)c2cccs2)cc1)c1cccs1`?
Rv3671c protease: -3; UGM FP inh: 0.2; GDH-TPI counter: 12; SARS 3CLpro inh: -2; BH1578 lux ind: -0.3; Mtb FBA inh: 5; MazEF act: 12; DUSP3 inh: 2; PriA SSB inh: -6; Mtb BioA inh: 0.7

How did O=C(c1ccc(Sc2ccccc2)c([N+](=O)[O-])c1)N1CCOCC1 do in these assays?
Rv3671c protease: -26; UGM FP inh: -0.8; GDH-TPI counter: 7; SARS 3CLpro inh: 0; BH1578 lux ind: 2.6; Mtb FBA inh: -1; MazEF act: 3; DUSP3 inh: 18; PriA SSB inh: -4; Mtb BioA inh: 1.2

How did O=C(CCNC(=O)C1CCN(S(=O)(=O)c2ccccc2)CC1)NCc1ccncc1 do in these assays?
Rv3671c protease: 5; UGM FP inh: 1.2; GDH-TPI counter: 0; SARS 3CLpro inh: 1; BH1578 lux ind: 2.0; Mtb FBA inh: 2; MazEF act: 4; DUSP3 inh: -9; PriA SSB inh: -24; Mtb BioA inh: 1.9

Results for CCOC(=O)N1CCN(c2ncnc3c2oc2nc(C(C)C)c4c(c23)CCC4)CC1 ?
Rv3671c protease: 1; UGM FP inh: -0.6; GDH-TPI counter: 1; SARS 3CLpro inh: 5; BH1578 lux ind: -2.0; Mtb FBA inh: -6; MazEF act: 55*; DUSP3 inh: 3; PriA SSB inh: -2; Mtb BioA inh: -1.5

How did COc1ccc2nc(SCC(=O)NCC(F)(F)F)[nH]c2c1 do in these assays?
Rv3671c protease: 1; UGM FP inh: 0.7; GDH-TPI counter: 3; SARS 3CLpro inh: -3; BH1578 lux ind: inactive; Mtb FBA inh: -1; MazEF act: 7; DUSP3 inh: 36; PriA SSB inh: -11

How did COCCCNC(=O)CN1C(=O)/C(=C\c2ccc(C)cc2)Sc2ccccc21 do in these assays?
Rv3671c protease: 0; UGM FP inh: -1.6; GDH-TPI counter: 15; SARS 3CLpro inh: -6; BH1578 lux ind: -0.3; Mtb FBA inh: 2; MazEF act: -13; DUSP3 inh: 2; PriA SSB inh: 6

Results for Cc1ccc(NC(=O)CSCC(=O)Nc2ncc3c(n2)CC(c2ccco2)CC3=O)cc1 (configuration not stated) ?
Rv3671c protease: 10; UGM FP inh: -1.3; GDH-TPI counter: -14; SARS 3CLpro inh: 5; BH1578 lux ind: 1.0; Mtb FBA inh: 8; MazEF act: 0; DUSP3 inh: 2; PriA SSB inh: -14; Mtb BioA inh: 1.7

How did O=C1/C(=C/c2ccccc2)CCCc2ccccc21 do in these assays?
Rv3671c protease: 6; UGM FP inh: -2.3; GDH-TPI counter: 15; SARS 3CLpro inh: 1; BH1578 lux ind: -1.4; Mtb FBA inh: 2; MazEF act: -17; DUSP3 inh: -11; PriA SSB inh: -43

What do the screens show for `COc1cc(-c2noc(C)c2/C=C/c2cccc([N+](=O)[O-])c2)cc(OC)c1OC`?
Rv3671c protease: -9; UGM FP inh: -0.2; GDH-TPI counter: 13; SARS 3CLpro inh: -1; BH1578 lux ind: inactive; Mtb FBA inh: 2; MazEF act: -10; DUSP3 inh: -18; PriA SSB inh: 1; Mtb BioA inh: 5.3

What do the screens show for `CCC(C)NC(=O)C1=C(C)C(=O)OC12CCC(C)CC2` (configuration not stated)?
Rv3671c protease: 3; UGM FP inh: 0.5; GDH-TPI counter: -5; SARS 3CLpro inh: -3; BH1578 lux ind: -0.3; Mtb FBA inh: -3; MazEF act: 6; DUSP3 inh: 2; PriA SSB inh: -12; Mtb BioA inh: -1.5

How did Cc1cc(C(=O)NNC(=O)C(C)(C)Oc2ccc(Cl)cc2)c(C)o1 do in these assays?
Rv3671c protease: 4; UGM FP inh: -2.1; GDH-TPI counter: 6; BH1578 lux ind: -1.2; Mtb FBA inh: 5; MazEF act: 6; PriA SSB inh: 4; Mtb BioA inh: -1.8

How did CC(=O)Oc1ccc(-c2nc3c(C)cccc3c(=O)o2)cc1 do in these assays?
Rv3671c protease: -2; UGM FP inh: -0.5; GDH-TPI counter: 12; SARS 3CLpro inh: 4; BH1578 lux ind: inactive; Mtb FBA inh: 0; MazEF act: -12; DUSP3 inh: 4; PriA SSB inh: -12; Mtb BioA inh: -2.4

How did CCC1CO/C(=C(\C(Cl)=C(Cl)Cl)[N+](=O)[O-])N1 (configuration not stated) do in these assays?
Rv3671c protease: 1; UGM FP inh: 0.3; GDH-TPI counter: 12; SARS 3CLpro inh: -4; BH1578 lux ind: inactive; Mtb FBA inh: 1; MazEF act: 10; DUSP3 inh: -17; PriA SSB inh: -9

How did COc1ccc(C(=O)N2CCN(c3ccc(C)c(C)c3)CC2)cc1OC do in these assays?
Rv3671c protease: 3; UGM FP inh: 1.1; GDH-TPI counter: 5; SARS 3CLpro inh: 0; BH1578 lux ind: 0.4; Mtb FBA inh: 0; MazEF act: -2; DUSP3 inh: 13; PriA SSB inh: 7; Mtb BioA inh: -0.1

What do the screens show for `FC(F)(F)c1cccc(NC(=S)Nc2ccc(Cl)cc2Cl)c1`?
Rv3671c protease: -1; UGM FP inh: 2.0; GDH-TPI counter: -4; SARS 3CLpro inh: 0; BH1578 lux ind: 12; Mtb FBA inh: 5; MazEF act: 6; DUSP3 inh: 11; PriA SSB inh: -18; Mtb BioA inh: -0.6

Results for CCOC(=O)c1cccc(C(=O)Nc2nc3ccc(OC)cc3s2)n1 ?
Rv3671c protease: -6; UGM FP inh: -3.4; GDH-TPI counter: 5; SARS 3CLpro inh: -3; BH1578 lux ind: -0.5; Mtb FBA inh: 3; MazEF act: 6; DUSP3 inh: 9; PriA SSB inh: -8

How did COc1ccccc1C(=O)NC(CCSC)C(=O)OC(C)C(=O)NC1CC1 (configuration not stated) do in these assays?
Rv3671c protease: 4; UGM FP inh: 1.6; GDH-TPI counter: 1; BH1578 lux ind: -14; Mtb FBA inh: -3; MazEF act: -1; PriA SSB inh: -15; Mtb BioA inh: -1.1

Results for CN1/C(=C/C(=O)COC(=O)C2COc3ccccc3O2)C(C)(C)c2ccccc21 (configuration not stated) ?
GDH-TPI counter: 32*; BH1578 lux ind: 8.3; Mtb FBA inh: 3; MazEF act: -22; PriA SSB inh: 1; Mtb BioA inh: -2.4

What do the screens show for `COc1cccc(S(=O)(=O)Nc2ccc3c(c2)[C@H]2C[C@H](CC(=O)N[C@@H](C)c4ccccc4)O[C@H](CO)[C@H]2O3)c1`?
GDH-TPI counter: -15; BH1578 lux ind: -1.1; Mtb FBA inh: -1; MazEF act: 10; Mtb BioA inh: -1.2

Three entries already listed, sorted by length of the SMILES, descending:
How did Cc1cc(C(=O)NNC(=O)C(C)(C)Oc2ccc(Cl)cc2)c(C)o1 do in these assays?
Rv3671c protease: 4; UGM FP inh: -2.1; GDH-TPI counter: 6; BH1578 lux ind: -1.2; Mtb FBA inh: 5; MazEF act: 6; PriA SSB inh: 4; Mtb BioA inh: -1.8

How did COc1ccccc1C(=O)NC(CCSC)C(=O)OC(C)C(=O)NC1CC1 (configuration not stated) do in these assays?
Rv3671c protease: 4; UGM FP inh: 1.6; GDH-TPI counter: 1; BH1578 lux ind: -14; Mtb FBA inh: -3; MazEF act: -1; PriA SSB inh: -15; Mtb BioA inh: -1.1

How did CC(=O)Oc1ccc(-c2nc3c(C)cccc3c(=O)o2)cc1 do in these assays?
Rv3671c protease: -2; UGM FP inh: -0.5; GDH-TPI counter: 12; SARS 3CLpro inh: 4; BH1578 lux ind: inactive; Mtb FBA inh: 0; MazEF act: -12; DUSP3 inh: 4; PriA SSB inh: -12; Mtb BioA inh: -2.4

(cont.)
What do the screens show for `NC(=O)c1ccsc1NC(=O)COC(=O)c1cc(=O)[nH]c2ccccc12`?
Rv3671c protease: -14; UGM FP inh: -0.1; GDH-TPI counter: 14; BH1578 lux ind: -0.6; Mtb FBA inh: 5; MazEF act: -26; PriA SSB inh: -4

How did COc1ccccc1N1C(=O)S/C(=C\c2ccc(C)s2)C1=O do in these assays?
Rv3671c protease: -1; UGM FP inh: 0.4; GDH-TPI counter: 34*; SARS 3CLpro inh: 0; BH1578 lux ind: 1.0; Mtb FBA inh: 2; MazEF act: 22; DUSP3 inh: -4; PriA SSB inh: -10; Mtb BioA inh: -1.5

Results for Cc1ccc(-n2ncc3c(NCCCn4ccnc4)ncnc32)c(C)c1 ?
Rv3671c protease: -6; UGM FP inh: 2.0; GDH-TPI counter: 4; BH1578 lux ind: -0.3; Mtb FBA inh: 1; MazEF act: 5; DUSP3 inh: 23; PriA SSB inh: 1; Mtb BioA inh: 1.5

What do the screens show for `COc1cccc(CNCCc2c[nH]c3ccccc23)c1OCc1ccc(F)cc1`?
Rv3671c protease: 1; UGM FP inh: -2.8; GDH-TPI counter: 16; SARS 3CLpro inh: -2; BH1578 lux ind: -0.2; Mtb FBA inh: -1; MazEF act: 17; DUSP3 inh: -12; PriA SSB inh: 28; Mtb BioA inh: 0.9

How did O=C(CCS(=O)(=O)c1ccc(F)cc1)Nc1nnc(-c2ccc(F)cc2)o1 do in these assays?
Rv3671c protease: -1; UGM FP inh: 2.2; GDH-TPI counter: 2; BH1578 lux ind: inactive; Mtb FBA inh: 1; MazEF act: 7; PriA SSB inh: -23

What do the screens show for `CCn1ncc([N+](=O)[O-])c1C(=O)NC1CCCCC1`?
Rv3671c protease: -9; UGM FP inh: 1.7; GDH-TPI counter: 10; SARS 3CLpro inh: 3; BH1578 lux ind: -0.2; Mtb FBA inh: 8; MazEF act: 3; DUSP3 inh: 24; PriA SSB inh: -8

Results for O=C(CN1C(=O)C(=O)N(C2CCCC2)C1=O)Nc1ccc(Cl)cc1C(F)(F)F ?
Rv3671c protease: 3; UGM FP inh: 2.4; GDH-TPI counter: 3; BH1578 lux ind: -2.5; Mtb FBA inh: 4; MazEF act: 0; PriA SSB inh: -10; Mtb BioA inh: -4.7

Results for Cc1c(OC(C(=O)O)c2ccccc2)ccc2c(-c3ccccc3)cc(=O)oc12 (configuration not stated) ?
Rv3671c protease: 7; UGM FP inh: 0.4; GDH-TPI counter: 23; SARS 3CLpro inh: 2; BH1578 lux ind: inactive; Mtb FBA inh: 6; MazEF act: -1; DUSP3 inh: 14; PriA SSB inh: -8

How did CC(OC(=O)CCCC(=O)Nc1ccccc1)C(=O)c1ccccc1 (configuration not stated) do in these assays?
Rv3671c protease: -3; UGM FP inh: -3.2; GDH-TPI counter: -5; SARS 3CLpro inh: 1; BH1578 lux ind: -0.3; Mtb FBA inh: -2; MazEF act: 1; DUSP3 inh: -23; PriA SSB inh: -12; Mtb BioA inh: 0.4

Results for Cc1ccc(S(=O)(=O)NC(C)(C)CN2CCNCC2)cc1 ?
Rv3671c protease: 2; UGM FP inh: 5.7; GDH-TPI counter: 2; SARS 3CLpro inh: -1; BH1578 lux ind: -0.1; Mtb FBA inh: 1; MazEF act: 2; DUSP3 inh: -3; PriA SSB inh: -2; Mtb BioA inh: -1.0

Results for COc1cc(/C=C/[N+](=O)[O-])ccc1OC(=O)c1cc2ccccc2oc1=O ?
Rv3671c protease: -3; UGM FP inh: -0.2; GDH-TPI counter: 26; SARS 3CLpro inh: 3; BH1578 lux ind: -0.4; Mtb FBA inh: -2; MazEF act: -15; DUSP3 inh: -2; PriA SSB inh: 4; Mtb BioA inh: -2.8

This is a subset; the hit share may differ from the screen's.
